High-throughput results deposited in PubChem by several laboratories.
IEC-6 cytotox = cytotoxicity in IEC-6 intestinal epithelial cells, primary screen, cytotoxicity control for KLF5 inhibitor project, cell-based, luminescence; AID 1825, 2009; IEC-6 cytotoxicity, luminescence viability; inhibition, % at 5 µM; hit rate 0.78% among 290,000; in the data active means inhibition above about 22%;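 further: 0% = plate median of test compound wells and 100% = cytotoxic reference compound wells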
HSF1 inh = HSF1 inhibitors in luciferase reporter cells, primary screen, cell-based, NIH3T3, luminescence | NIH3T3-HGL HSE-luciferase, MG132-induced, luminescence 8 h; hits give low values | activity change, negative = inhibition, % at 7.5 µM (by protocol) | hit rate 0.77% among 300,000 | AID 2098, 2009;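 active means more than half of replicate wells show activity change below -50%, luminescence cut by over half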;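 further: luciferase reports HSF-1 transcriptional activity via heat shock element; 0% = median of DMSO wells and -100% = zero luminescence signal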
AI-2 QS mod = Vibrio harveyi AI-2 quorum sensing modulators, primary screen, JMH597 strain, luminescence/OD600 ratio; hit rate 0.4% among 300,000; AID 2094, 2009; Vibrio harveyi JMH597 AI-2 luminescence/OD600 ratio, 9 h; hits give low values; strain lacks LuxN and CqsS sensors; 0 = neutral-control median; activity change, % at 7.5 µM; in the data active means activity change below about -75%, passing the limit was not always enough;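 further: luminescence divided by OD600 gain over 9 h not by final OD600 alone; inactives centre near 13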
aSyn UTR inh = MLPCN primary screen, SNCA 5' untranslated region. alpha-synuclein 5'UTR reporter, inhibitor activity. inhibition, % (tested at 7.5 µM). hit rate 0.82% among 300,000. AID 1813, 2009; in the data active means inhibition above about 60%;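 further: H4 neuroglioblastoma cells stably carrying SNCA 5'UTR luciferase fusion; 0% = DMSO wells and 100% = positive control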
HSP90 inh = HSP90 inhibitors, primary screen, cell lysate, luminescence. Rabbit reticulocyte lysate, luciferase refolding luminescence, 3 h. hit rate 0.91% among 290,000. Heat shock protein HSP 90 (rabbit reticulocyte lysate; luciferase refolding). inhibition, % at 5.6 µM;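 active means inhibition above the screen-wide mean plus 3 SD, computed separately per campaign, cut at about 16% in these data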;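 further: 0% = DMSO wells and 100% = 60 µM geldanamycin wells; inhibitors lower the luminescence because luciferase stays unfolded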
GSK3A inh = blockers of GSK3A enzyme activity – biochemical, luminescence, cell-free homogeneous, HTS, primary screen; Glycogen synthase kinase-3 alpha (Homo sapiens), P49840; GSK-3 alpha kinase, ADP-Glo luminescence, 60 min; inhibition, % at 10 µM; hit rate 0.1% among 320,000;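 in the data active means inhibition above about 50%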;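 further: GST-tagged GSK-3 alpha with peptide substrate and 25 µM ATP; 0% = DMSO neutral wells and 100% = GW8510 positive control wells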
Target sequence (P49840 whole entry, looked up): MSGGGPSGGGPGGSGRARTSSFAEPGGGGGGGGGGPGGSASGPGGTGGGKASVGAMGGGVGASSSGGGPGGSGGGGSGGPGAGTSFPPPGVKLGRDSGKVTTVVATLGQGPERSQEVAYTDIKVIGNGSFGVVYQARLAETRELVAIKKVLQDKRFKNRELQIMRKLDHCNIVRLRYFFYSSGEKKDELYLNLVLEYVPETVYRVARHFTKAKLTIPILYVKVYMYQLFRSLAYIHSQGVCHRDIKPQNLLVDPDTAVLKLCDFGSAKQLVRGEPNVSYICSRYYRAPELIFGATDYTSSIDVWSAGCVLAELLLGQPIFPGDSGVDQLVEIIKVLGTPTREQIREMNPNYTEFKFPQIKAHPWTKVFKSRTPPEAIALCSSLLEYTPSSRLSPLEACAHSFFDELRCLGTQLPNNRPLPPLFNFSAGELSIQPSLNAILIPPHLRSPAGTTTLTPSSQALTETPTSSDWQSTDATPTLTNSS
GSK3B inh = human GSK3beta kinase inhibitors, primary screen, biochemical, cell-free homogeneous, HTS; GST-GSK3beta kinase, ADP-Glo luminescence, 60 min; hits give low values; Glycogen synthase kinase-3 beta (Homo sapiens), P49841; activity score (negative = inhibition), % at 10 µM; hit rate 0.038% among 300,000;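 active means more than half of replicate wells score below -50%, meaning over 50% inhibition versus plate controls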;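 further: 0% = median DMSO wells and -100% = median GW8510 positive control wells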
Target sequence (P49841 whole entry, looked up): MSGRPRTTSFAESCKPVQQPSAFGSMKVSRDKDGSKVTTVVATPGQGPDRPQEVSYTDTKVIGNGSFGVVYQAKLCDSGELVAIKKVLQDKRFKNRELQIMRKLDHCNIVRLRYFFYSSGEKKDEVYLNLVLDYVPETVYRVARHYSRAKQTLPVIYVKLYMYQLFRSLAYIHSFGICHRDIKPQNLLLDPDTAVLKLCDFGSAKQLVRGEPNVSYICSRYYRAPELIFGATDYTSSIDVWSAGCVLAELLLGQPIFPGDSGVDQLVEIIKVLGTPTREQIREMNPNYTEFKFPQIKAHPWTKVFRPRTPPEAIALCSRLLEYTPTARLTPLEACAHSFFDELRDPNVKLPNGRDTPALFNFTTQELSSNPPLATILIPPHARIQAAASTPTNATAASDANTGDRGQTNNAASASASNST
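Test system: GST-fused GSK3beta enzyme, cell-free | Quantity: 1.6 ng GST-GSK3beta enzyme per well | Reagent: 25 µM ATP with peptide substrate | Schedule: 60 min enzyme reaction, room temperature | Signal: Luminescent ADP-Glo measurement of ADP formed | Read-out basis: Score relative to plate controls | Control set: DMSO and 20 µM GW8510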
HSF1 activator = HSF-1 activators, primary screen, NIH3T3-HGL cells, MG132 stress, luminescence, single point; activation, % at 9 µM; NIH3T3-HGL HSF-1 luciferase reporter, 8 h; 100% = twice DMSO control signal; hit rate 1.7% among 300,000;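 active means mean replicate activation of at least 50% with a set share of replicates each reaching 50%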;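 further: 0% = median of the neutral control wells and 100% = twice that signal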
HIF activator = HIF pathway transcriptional activators, primary screen, cell-based, U2OS HRE-luciferase, luminescence. AID 1910, 2009. hit rate 0.32% among 300,000. U2OS HRE-luciferase reporter; normalized: DMSO 0%, desferrioxamine 100%. activation, % at 7.5 µM (by protocol);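 active means mean activation of at least 10% of the iron chelator positive control signal, with at least half of replicates also reaching 10%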
KLF5 inhibitor = KLF5 expression inhibitors, primary screen, DLD-1 cells, luminescence; hit rate 0.23% among 290,000; inhibition, % at 5 µM; DLD-1 KLF5 promoter-luciferase reporter;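 active means inhibition above a per-plate limit of that plate's mean compound inhibition plus 3 SD, cut at about 60% in these data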;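 further: 0% = DMSO wells and 100% = LY294002 at 200 µM; higher means less KLF5 promoter-driven luciferase light; inactives centre near -14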
Starred values were filed as active, the others as inactive; x = not tested or not shown.

no.	molecule	IEC-6 cytotox	HSF1 inh	AI-2 QS mod	aSyn UTR inh	HSP90 inh
1	COC(=O)C1=C(N)OC(C)=C(C(C)=O)C12C(=O)N(C)c1ccccc12 (stereo not given)	x	-5	16	18	x
2	CCOC(=O)c1c(C)n(Cc2ccccc2)c2ccc(OCC(O)Cn3nc(C)cc3C)cc12 (stereo not given)	1	x	x	x	5
3	CC(=O)NC(Cc1ccc(N(CCCl)CCCl)cc1)C(=O)NC(C(=O)O)C(C)C (stereo not given)	4	-6	-3	16	2
4	CC(c1ccccc1F)n1cc(C(=O)Nc2ccc3nc[nH]c3c2)nn1 (stereo not given)	0	-6	-70	-2	-2
5	O=C1CC(=O)N(c2cccc(Cl)c2)C(=O)N1	1	5	18	-23	-1
6	CCOC(=O)C1(c2ccccc2)CCN(CC(=O)Nc2ccc(C)cc2)CC1	3	6	24	-13	2
7	CC(N)Cc1c[nH]c2cc3c(cc12)OCCO3 (stereo not given)	3	-9	14	-10	-1
8	Cc1ccc(-c2nc3ccccc3c(=O)n2-c2ccncc2)cc1	4	-4	17	13	1
9	N#CC(C#N)=NNc1ccc(S(N)(=O)=O)cc1	-2	-3	22	-12	7
10	COc1ccc(NC(=O)c2cn(CCC#N)nc2-c2ccc(OC)c(OC)c2)cc1	6	-2	-2	4	2
11	Cc1c(C(c2ccccc2Cl)c2c(O)c3ccccc3oc2=O)c(=O)n(-c2ccccc2)n1C (stereo not given)	3	5	43	10	2
12	CS(=O)(=O)N1CCCC(C(=O)N2CCC3(CC2)OCCO3)C1 (stereo not given)	-2	-5	7	14	2
13	Cc1ccc(C(O)(c2ccc(C)c(C)c2)C2CN3CCC2CC3)cc1C (stereo not given)	15	2	25	-38	-4
14	O=CNc1ccc(OP(=O)(Oc2ccccc2)Oc2ccccc2)cc1	-4	-7	2	12	-4
15	CCN1CCN(Cc2cc(OC)c(OC)cc2[N+](=O)[O-])CC1	0	-5	12	1	5

no.	GSK3A inh	GSK3B inh	HSF1 activator	HIF activator	KLF5 inhibitor
1	-2	6	-11	-0.3	x
2	0	x	x	x	12
3	-2	-3	-12	0.0	11
4	2	2	1	-0.4	-11
5	-3	1	10	-0.2	-6
6	0	0	3	-1.0	-22
7	13	2	-10	0.0	-18
8	0	1	-6	-0.2	0
9	13	0	-12	1.0	12
10	-1	0	2	0.9	-28
11	-2	-1	2	-0.8	12
12	-2	-4	7	0.2	-36
13	4	-6	-2	0.5	-17
14	1	3	2	-0.4	9
15	0	15	1	0.1	-15

A stretch from further up, as a working copy:
no.	molecule	IEC-6 cytotox	HSF1 inh	AI-2 QS mod	aSyn UTR inh	HSP90 inh
7	CC(N)Cc1c[nH]c2cc3c(cc12)OCCO3 (stereo not given)	3	-9	14	-10	-1
8	Cc1ccc(-c2nc3ccccc3c(=O)n2-c2ccncc2)cc1	4	-4	17	13	1
9	N#CC(C#N)=NNc1ccc(S(N)(=O)=O)cc1	-2	-3	22	-12	7
10	COc1ccc(NC(=O)c2cn(CCC#N)nc2-c2ccc(OC)c(OC)c2)cc1	6	-2	-2	4	2
11	Cc1c(C(c2ccccc2Cl)c2c(O)c3ccccc3oc2=O)c(=O)n(-c2ccccc2)n1C (stereo not given)	3	5	43	10	2

no.	GSK3A inh	GSK3B inh	HSF1 activator	HIF activator	KLF5 inhibitor
7	13	2	-10	0.0	-18
8	0	1	-6	-0.2	0
9	13	0	-12	1.0	12
10	-1	0	2	0.9	-28
11	-2	-1	2	-0.8	12

The listing continues.
no.	molecule	IEC-6 cytotox	HSF1 inh	AI-2 QS mod	aSyn UTR inh	HSP90 inh
16	CN(C)C(=O)Oc1cccc(NC(=O)N2CCOCC2)c1	2	-2	13	-17	-3
17	CN1C2CCC1/C(=C/c1ccccn1)C(=O)/C2=C\c1ccccn1	59*	x	x	x	3
18	CCOP(=O)(OCC)C(O)c1ccc2c(c1)OCO2 (stereo not given)	8	-10	11	-5	-1
19	CCC1(C(=O)c2ccccc2)C2c3ccccc3OC(=O)C21C(C)=O (stereo not given)	-2	0	23	20	0
20	CCC(C)N1C(=O)/C(=C\c2ccc(N3CCCCCC3)cc2)C(=O)NC1=S (stereo not given)	1	-7	1	2	0
21	O=[N+]([O-])c1ccc(N2CCCCC2)c2ncccc12	-7	-1	31	-1	-1
22	COc1cccc(N(C(C)=O)C2=NCCCS2)c1	3	2	38	1	2
23	O=C(O)c1ccc(Cl)nc1	2	-2	23	-11	-2
24	COc1cccc(NC(=O)[C@@H](NC(=O)N2C[C@H]3C[C@@H](C2)c2cccc(=O)n2C3)C(C)C)c1	-4	1	5	-13	-3
25	O=C1CN=C(c2ccc(Br)cc2)c2oc3ccccc3c2N1	4	-4	9	29	3
26	COc1cc(/C=C/c2nc3ccccc3c(=O)n2-c2ccccc2O)ccc1O	7	17	1	-13	-5
27	CC(Cc1ccccc1)NC(N)=O (stereo not given)	-3	-1	14	-13	1
28	O=C(OCCN1CCOCC1)C1(c2ccccc2)CCCC1	-1	-1	22	2	0
29	CCN(CC)CCCOC(=O)C(OC(C)C)(c1ccccc1)c1ccccc1	8	1	11	-31	6
30	CCCCN1C(=N)C(CC)(CC)C(=O)NC1=O	-3	3	31	9	0

no.	GSK3A inh	GSK3B inh	HSF1 activator	HIF activator	KLF5 inhibitor
16	2	1	2	0.2	-8
17	0	x	x	x	9
18	-3	-2	-2	0.0	-8
19	-1	2	-9	-0.2	-4
20	0	-1	20	-0.4	-11
21	1	1	12	0.2	-10
22	-2	3	-3	0.2	-38
23	-1	-1	36	0.2	-9
24	-2	-1	0	0.1	-24
25	1	0	-18	-0.3	10
26	1	1	-10	1.2	7
27	-2	0	5	0.1	-10
28	-1	7	-7	0.1	-42
29	0	-4	17	0.3	4
30	-2	1	7	-0.1	-32

Next part
no.	molecule	IEC-6 cytotox	HSF1 inh	AI-2 QS mod	aSyn UTR inh	HSP90 inh
31	CC(=O)Nc1cc(C(=O)N2CCC3(CC2)OCCO3)ccc1S(=O)(=O)c1ccc(C)cc1	-5	-2	27	1	0
32	COc1ccc([N+](=O)[O-])cc1N=Cc1c(O)n(CCc2ccccc2)c(=O)n(C(C)C)c1=O	3	-1	22	-16	6
33	COc1cc(NC(=O)CN2C3CCC2CC(O)(c2cccnc2)C3)cc(OC)c1 (stereo not given)	0	-2	-1	0	-1
34	O=C1NC(=O)C2(Cc3c(nc4ccccn4c3=O)N3CCCCCC32)C(=O)N1Cc1ccccc1 (stereo not given)	-2	x	x	x	-3
35	COc1cccc(O)c1CN1CCCC(C(=O)c2sccc2C)C1 (stereo not given)	4	2	23	0	-2
36	O=Cc1c(C(=O)O)n(Cc2ccccc2F)c2ccccc12	1	5	14	15	3
37	Cc1cccc(N=Cc2c(O)n(-c3ccccc3C)c(=O)[nH]c2=O)c1	-2	x	-41	0	-3
38	COP(=O)(OC)C(NC(=O)/C=C/c1ccccc1)C(Cl)(Cl)Cl (stereo not given)	-8	9	15	-4	-4
39	CCOC(C(=O)OCCCN(CC)CC)(c1ccccc1)c1ccccc1	-5	-8	20	-24	1
40	O=c1[nH]c(=S)n(C2CC2)c(O)c1C=NCc1cccnc1	1	5	23	-12	1
41	Cc1ccsc1C(=O)C1CCCN(Cc2cccc(OCCO)c2)C1 (stereo not given)	1	12	14	-13	4
42	C[C@H]1[C@@H](c2ccccc2)O[C@@H](c2ccccc2Br)N1C	x	0	20	31	x
43	COC(=O)c1cc2c(s1)=NC=NP=2(N1CCOCC1)N1CCOCC1	-2	-5	20	36	-2
44	COc1ccc(N2CCN(CCc3ccncc3)CC2)cc1	2	-5	0	-6	2
45	COc1ccc(CC(=O)N(CCN(C)C)CC2CCCN(Cc3ccccc3F)C2)cc1 (stereo not given)	-4	-4	13	-15	-1

no.	GSK3A inh	GSK3B inh	HSF1 activator	HIF activator	KLF5 inhibitor
31	-2	-4	-8	0.5	-18
32	x	-5	23	0.0	1
33	-3	-3	-6	0.2	-5
34	-2	x	x	x	1
35	1	1	-5	-0.8	0
36	-3	5	13	-1.4	-27
37	-1	-2	x	-0.6	-45
38	0	-3	11	0.8	-51
39	-4	4	7	0.2	7
40	29	2	25	-0.6	-13
41	0	2	21	-1.3	11
42	x	-26	-6	-0.1	x
43	-1	4	9	x	-18
44	0	-2	43	0.5	-11
45	1	2	19	-43	-7

Next entries
no.	molecule	IEC-6 cytotox	HSF1 inh	AI-2 QS mod	aSyn UTR inh	HSP90 inh
46	COC(=O)C(O)(c1ccc(N(C)C(=O)OC(C)C)cc1)C(F)(F)F (stereo not given)	0	12	-8	-32	4
47	Cc1cccc(N2C(=O)/C(=C/c3ccc(N4CCN(C)CC4)o3)C(=O)NC2=S)c1C	-8	x	26	-14	-5
48	CCCCn1c(O)c(C=NC2CC3CCC2(C)C3(C)C)c(=O)[nH]c1=O (stereo not given)	4	-1	0	8	4
49	Cc1ncc(CN2CCCC(C(=O)c3cccc(Cl)c3)C2)s1 (stereo not given)	1	8	2	14	2
50	CC(C)(C)c1ccc(S(=O)(=O)N2CC3CC(C2)c2cccc(=O)n2C3)cc1 (stereo not given)	-8	-3	15	12	1
51	Cc1cccc2c1=NC(=O)/C(=C/c1c(O)[nH]c(=O)[nH]c1=O)C=2	0	7	47	5	3
52	COC(=O)CC(=O)c1ccc2c(c1)OCO2	x	0	2	3	x
53	c1ccc2c(CNC3CCCCC3)c[nH]c2c1	4	9	15	-10	2

no.	GSK3A inh	GSK3B inh	HSF1 activator	HIF activator	KLF5 inhibitor
46	0	0	28	0.0	-22
47	-4	3	19	-0.7	-23
48	-2	-2	23	-0.5	-30
49	0	2	28	-3.4	-11
50	-2	2	2	-0.3	-24
51	0	2	16	-0.6	16
52	-1	3	-6	0.3	x
53	-2	-1	17	-0.1	-27

2 records picked at random from the list so far, as already listed:
no.	molecule	IEC-6 cytotox	HSF1 inh	AI-2 QS mod	aSyn UTR inh	HSP90 inh
49	Cc1ncc(CN2CCCC(C(=O)c3cccc(Cl)c3)C2)s1 (stereo not given)	1	8	2	14	2
53	c1ccc2c(CNC3CCCCC3)c[nH]c2c1	4	9	15	-10	2

no.	GSK3A inh	GSK3B inh	HSF1 activator	HIF activator	KLF5 inhibitor
49	0	2	28	-3.4	-11
53	-2	-1	17	-0.1	-27

Only part of the results is shown; rates above refer to the full screens.
